# From PubChem
# mHtt clearance = mutant huntingtin protein clearance. 47,000 tested, 0.42% active. HeLa Exon1htt(103Q)mCFP, aggregate imaging; zero = plate's median compound well. inhibition, % at 1.5 µM;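 active = inhibition of aggregate fluorescence above about 70%, also judged a hit by eye on the cell image, limit read from the data, passing the limit was not always enough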;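 also: cells exposed to compound for three days before fixation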
# mHtt clearance grain fraction = second read-out of mHtt clearance, no call of its own (marks repeat the call); fraction fluorescence in grains; measured here: aggregate grain fluorescence fraction; active compounds read low;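 scaled fraction of total cell fluorescence in grains with unit not stated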
# Numbers without * were called inactive.
mHtt clearance,mHtt clearance grain fraction,mol
22,30,COc1ccc(Cl)cc1Nc1nc(-c2sc(NC(=O)CC(C)C)nc2C)cs1
-5,39,COC(=O)c1ccc(C)c(NC(=O)c2c(-c3ccccc3)noc2C)c1
4,34,Cc1ccc2c(c1)NCC(C(=O)NC1CCCCC1)O2 (stereo not given)
17,31,CCNC(=O)CSc1nnc(-c2cccc(S(=O)(=O)N(CC)CC)c2)n1CCc1ccccc1
5,34,CCOc1cccc(NC(=O)C2CCCN(S(=O)(=O)c3ccc(-n4cnnn4)cc3)C2)c1 (stereo not given)
-22,52,Cc1cc(C(=O)Nc2cccc3ncccc23)no1
-84,38,COc1ccc(S(=O)(=O)NC(CC(=O)NCc2ccco2)c2ccco2)cc1 (stereo not given)
-3,37,Cc1ccccc1NC(=S)NN1CCN(C)CC1
62,6.4,CC1(C)NC(=O)N(CC(O)CNC23CC4CC(CC(C4)C2)C3)C1=O (stereo not given)
-15,36,COc1ccc(CCn2c(SCC(=O)Nc3cc(C)on3)nc3ccsc3c2=O)cc1OC
19,15,Cc1ccc(NC(=O)CN(C)C(=O)CCCN2C(=O)c3ccccc3C2=O)cc1
8,31,O=C(c1ccc(=O)oc1)N1CCN(C(c2ccccc2)c2ccccc2)CC1
-10,23,Cc1ccc(S(=O)(=O)NCC2CCC(C(=O)NCc3ccco3)CC2)cc1 (stereo not given)
14,31,Cn1c(CSc2nc3ccccc3s2)n[nH]c1=S
10,36,CC1CCC2(CC1)N=C(N)Nc1nc3ccccc3n12 (stereo not given)
42,9.6,Cc1nn2c(-c3ccco3)nnc2c2ccccc12
-10,44,O=C(Cc1nc(-c2ccc(Br)s2)cs1)NCCN1CCOCC1
0,37,CC1CCN(C(=O)C2CC(c3ccc(F)cc3)=NO2)CC1 (stereo not given)
-83,73,Cc1cc(NCCO)c2ccccc2n1
43,10,CCn1c(SCC(=O)Nc2ccccc2C)nnc1-c1ccccc1O
-21,29,S=C(NN=C1CCCCCC1)Nc1ccc(Cl)cc1
6,35,CCN1C(=O)/C(=C2/Sc3ccc(OC)cc3N2C)SC1=Nc1ccc(C(C)=O)cc1
-67,33,COc1ccc(N2CC(C(=O)Nc3ncccc3C)CC2=O)cc1 (stereo not given)
-21,27,COC(=O)CSc1nnc(C)n1-c1cccc(C#N)c1
-31,29,CC(C)OC(=O)C(C#N)c1nc2ccccc2nc1N1CCN(Cc2ccccc2)CC1 (stereo not given)
-26,49,O=C(CCn1cccc1)Nc1cc(F)ccc1F
22,31,O=C(OC1CCOC1=O)c1cc(-c2ccc(Cl)cc2)nc2ccccc12 (stereo not given)
3,39,COc1ccc(-c2cc(=O)oc3cc(OCc4nn[nH]n4)ccc23)cc1
4,37,O=C(CSc1nc2c(c(=O)n1-c1ccc(F)cc1)SCC2)NCc1ccco1
-9,19,O=C(C(Cc1ccccc1)N1C(=O)c2ccccc2C1=O)N1CCc2ccccc21 (stereo not given)
-29,40,C#CC1(O)CC(C)NCC1(C)CCC#N (stereo not given)
35,15,O=C(CC(Cc1ccccc1)c1ccco1)NC1CCCCC1 (stereo not given)
-6,46,Cc1c(N=Cc2c(O)n(C3CCCCC3)c(=O)[nH]c2=O)c(=O)n(-c2ccccc2)n1C
-58,65,CSC1=NCCN1C(=O)c1ccc(S(=O)(=O)N2CCOCC2)cc1
-26,24,Clc1ccccc1Cn1nnc(-c2cccs2)n1
-14,23,COc1ccc(S(=O)(=O)N(C)c2ccc(C(=O)NCC3CCCO3)cc2)cc1 (stereo not given)
-53,62,Nc1c(C(O)(C(F)(F)F)C(F)(F)F)ccc2ccccc12
2,28,CCN(CC(=O)NC1CCS(=O)(=O)C1)c1nc(-c2ccccc2)nc2ccccc12 (stereo not given)
-72,63,O=C(c1ccc(N2CN(C(=O)c3ccco3)c3nc4ccccc4nc32)cc1)N1CCOCC1
40,12,COC(=O)CN(c1ccccc1)S(=O)(=O)c1ccc(F)cc1
-69,68,COc1ccc(-c2nnc(SCC(=O)NCc3ccco3)o2)cc1
15,17,CCCCN1C(=O)/C(=C2\SC(N3CCCCC3)=NC2=O)c2ccccc21
-13,22,CCOC(=O)Cc1csc(NC(=O)c2ccco2)n1
-85,38,COc1ccc2cc3cc(C(=O)NCCN4CCN(Cc5ccccc5)CC4)oc3nc2c1
-28,26,Cn1c(SCc2cccnc2)nc2cccnc21
-219,154,Cc1c(NC(=O)C2CCCN(S(=O)(=O)c3cnc[nH]3)C2)c(=O)n(-c2ccccc2)n1C (stereo not given)
-25,38,Cc1cc(NC(=O)Cn2c(=O)c3c(ncn3CCC(C)C)n(Cc3ccccc3)c2=O)no1
-29,27,OC(c1cccs1)c1nccc2ccccc12 (stereo not given)
-78,67,Cc1ccc2cc3c(N)c(C(=O)N4CC(=O)Nc5ccccc54)sc3nc2c1
-33,51,CC(C)(C)c1nc(N2CCN(C(=O)c3ccco3)CC2)c2nnn(Cc3ccccc3)c2n1
36,21,CCOC(=O)CCCNC(=O)c1cncc(O)c1
19,17,COc1ccccc1CN(CC(=O)NCC1CCCO1)C(=O)CNS(=O)(=O)c1ccc(C)cc1 (stereo not given)
40,9.7,CC(=O)c1c(C)n(-c2ccccc2)c2ccc(O)cc12
5,46,Cn1cccc1Cc1nnc(SCC(=O)NC2CCCC2)n1CCc1ccccc1
-14,24,CS(=O)(=O)N(CC(=O)N1CCN(Cc2ccccc2)CC1)C1CCCCC1
25,15,CCCc1sc(N/N=C/c2ccccn2)nc1-c1ccc(Br)cc1
56,7.2,O=C(Cc1nn[nH]n1)NCCC1=CCCCC1
22,24,Cc1nn(S(=O)(=O)c2cccs2)c(C)c1Sc1ccc([N+](=O)[O-])cc1
19,28,COc1ccc(C2=CSC3=NCCN23)cc1F
53,20,O=C(COC(=O)c1ccncc1)Nc1cccc(Cl)c1

# At a glance, part of the list above.
mHtt clearance,mHtt clearance grain fraction,mol
40,12,COC(=O)CN(c1ccccc1)S(=O)(=O)c1ccc(F)cc1
-69,68,COc1ccc(-c2nnc(SCC(=O)NCc3ccco3)o2)cc1
15,17,CCCCN1C(=O)/C(=C2\SC(N3CCCCC3)=NC2=O)c2ccccc21
-13,22,CCOC(=O)Cc1csc(NC(=O)c2ccco2)n1
-85,38,COc1ccc2cc3cc(C(=O)NCCN4CCN(Cc5ccccc5)CC4)oc3nc2c1
-28,26,Cn1c(SCc2cccnc2)nc2cccnc21
-219,154,Cc1c(NC(=O)C2CCCN(S(=O)(=O)c3cnc[nH]3)C2)c(=O)n(-c2ccccc2)n1C (stereo not given)
-25,38,Cc1cc(NC(=O)Cn2c(=O)c3c(ncn3CCC(C)C)n(Cc3ccccc3)c2=O)no1
-29,27,OC(c1cccs1)c1nccc2ccccc12 (stereo not given)
-78,67,Cc1ccc2cc3c(N)c(C(=O)N4CC(=O)Nc5ccccc54)sc3nc2c1
-33,51,CC(C)(C)c1nc(N2CCN(C(=O)c3ccco3)CC2)c2nnn(Cc3ccccc3)c2n1
36,21,CCOC(=O)CCCNC(=O)c1cncc(O)c1
19,17,COc1ccccc1CN(CC(=O)NCC1CCCO1)C(=O)CNS(=O)(=O)c1ccc(C)cc1 (stereo not given)
40,9.7,CC(=O)c1c(C)n(-c2ccccc2)c2ccc(O)cc12
5,46,Cn1cccc1Cc1nnc(SCC(=O)NC2CCCC2)n1CCc1ccccc1
-14,24,CS(=O)(=O)N(CC(=O)N1CCN(Cc2ccccc2)CC1)C1CCCCC1
25,15,CCCc1sc(N/N=C/c2ccccn2)nc1-c1ccc(Br)cc1
56,7.2,O=C(Cc1nn[nH]n1)NCCC1=CCCCC1
22,24,Cc1nn(S(=O)(=O)c2cccs2)c(C)c1Sc1ccc([N+](=O)[O-])cc1
19,28,COc1ccc(C2=CSC3=NCCN23)cc1F
53,20,O=C(COC(=O)c1ccncc1)Nc1cccc(Cl)c1

# (continued)
mHtt clearance,mHtt clearance grain fraction,mol
41,12,O=C(c1ccc2c(c1)OCO2)N1CCNc2ccccc2C1
36,27,CCn1ncc(C(=O)Nc2ccc(S(=O)(=O)N3CCCC3)cc2)c1C
23,17,O=C(COc1ccc(Br)cc1)OCc1nnc(-c2ccccc2)o1
-10,34,CCOC(=O)Cc1cc(=O)n2[nH]c(C)c(-c3ccc(Cl)cc3)c2n1
10,31,Cc1cc(S(=O)(=O)N2CCCC2)c(C)s1
10,17,Cc1nc2cc(NC(=O)N3CC4(C)CC3CC(C)(C)C4)ccc2n1C (stereo not given)
10,18,CNC(=O)CCn1nc(-c2ccc(Cl)cc2)c2ccccc2c1=O
50,22,Nn1cnn(Cc2ccccc2)c1=S
-37,47,COC(=O)c1cc(OC)c(OC)cc1NC(=O)Nc1ccccc1OC
22,13,CCNc1nc(SCc2ccccc2)nc(N2CCOCC2)n1
42,22,CCC(C)NC(=O)C1CCCN(C(=O)NC2CCCCC2)C1 (stereo not given)
68,6.3,N#Cc1ccc(NC(=O)c2sc3cc(C(F)(F)F)cnc3c2-c2cccs2)cc1
0,20,C=CCn1c(=N)n(CC(=O)OCC)c2ccccc21
-83,66,O=C(NC1CCCCC1)N1CCC(c2nc3ccc(Cl)cc3[nH]2)CC1
-408,102,CCOc1ccc(-c2cc(C(=O)N3CCN(c4ccccn4)CC3)c3ccccc3n2)cc1
25,13,Cc1ccccc1-c1nc(CN2CCC(C(=O)NCc3cccnc3)CC2)c(C)o1
-4,18,O=c1c([N+](=O)[O-])c(NC2CCCCC2)c2ccccc2n1-c1ccccc1
-6,45,CCn1c(=O)cc(SCC(=O)Nc2ccc(Cl)cc2)c2ccccc21
-1,41,O=C1CC(c2cccc(Cl)c2)Cc2nc(N3CCOCC3)ncc21 (stereo not given)
-26,47,CCOc1ccc(S(=O)(=O)Nc2cccc(Cl)c2)cc1
18,33,Cc1cc(NC(=O)CCC(=O)N(Cc2cccs2)C(C(=O)NC2CCCC2)c2cccnc2)no1 (stereo not given)
-26,42,CC(C)OC(=O)CSc1nnc(-c2cccnc2)n1N
17,26,COc1cc(-c2nn3c(-c4ccccc4)nnc3s2)cc(OC)c1OC
41,19,CC(C)Cc1cc(C(=O)Nc2c(F)cc(F)cc2Br)no1

# 2 of these compounds in another layout.
compound | mHtt clearance | mHtt clearance grain fraction
C=CCn1c(=N)n(CC(=O)OCC)c2ccccc21 | 0 | 20
O=C(NC1CCCCC1)N1CCC(c2nc3ccc(Cl)cc3[nH]2)CC1 | -83 | 66

# (listing goes on)
mHtt clearance,mHtt clearance grain fraction,mol
6,22,COc1ccc(C2CC(=O)C3=C(C2)Nc2ccccc2N(C(=O)C2CC2)C3c2cccnc2)cc1OC (stereo not given)
-35,41,C=CCn1c(N)c(C(=O)OC(C)CC)c2nc3ccccc3nc21 (stereo not given)
37,27,CC(C)n1nnnc1SCC(=O)NCc1ccc2c(c1)OCO2
-48,29,CC(=O)C1=C(C)NC(SCC(=O)c2ccc(Cl)cc2)=C(C#N)C1CC(C)C (stereo not given)
-19,24,CCN1CCN(CCCNC(=O)c2cc3cc4ccc(OC)cc4nc3o2)CC1
7,18,CC1(C)N=C(c2ccccn2)C(C)(C)N1O
-59,65,COCCN1Cc2cccc(C(=O)N3CCN(c4cc(C)ccc4C)CC3)c2C1=O
22,29,O=C(Nc1ccc2c(c1)CCC2)C1CCN(c2c3c(nc4ncnn24)CCC3)CC1
-8,23,CC(C)(C)c1cc(C(=O)O)c(CN2CCCCC2)o1
23,40,CCc1nnc(NC(=O)C(C)Sc2ccccc2)s1 (stereo not given)
-16,24,CS(=O)(=O)N1CCCC(C(=O)NCCc2ccccc2)C1 (stereo not given)
0,18,Cc1cc(C)n(-c2nc3ccccc3c(=O)n2OCCOc2ccccc2)n1

# Not all compounds are listed; rates above refer to the full screens.
